CBFb-RUNX1 inh: qHTS Assay for Compounds Blocking the Interaction Between CBF-beta and RUNX1 for the Treatment of Acute Myeloid Leukemia; Potency, µM (highest dose often 59.8 µM), inactives show at the highest dose activity, negative = inhibition, usual class: inhibitors; 230,000 tested, under 10 active; Runt-related transcription factor 1 (Homo sapiens) + Core-binding factor subunit beta …; AlphaScreen CBFb-His/RUNX1-biotin binding, biochemical; note: % of control where 0% means no effect
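Proteins preincubated together for 20 min at RT before compound addition; 15 min later, nickel and streptavidin beads were added and left 90 min prior to AlphaScreen measurement.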
GLA spleen mod: qHTS Assay for Inhibitors and Activators of Human alpha-Galactosidase From Spleen Homogenate. Alpha-galactosidase A (Homo sapiens), P06280. AID 2107, 2009. Potency, µM (series often up to 80 µM), for inactives: at the top dose activity change, negative = inhibition, hits mostly inhibitors. 240,000 compounds, 0.008% hits. human spleen homogenate, 4MU-alpha-Gal fluorescence, 40 min;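 note: potency is the fitted concentration of half-maximal effect; 0% = enzyme with vehicle and -100% = no enzyme basal signal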
Target sequence (P06280 32-429 limits assumed): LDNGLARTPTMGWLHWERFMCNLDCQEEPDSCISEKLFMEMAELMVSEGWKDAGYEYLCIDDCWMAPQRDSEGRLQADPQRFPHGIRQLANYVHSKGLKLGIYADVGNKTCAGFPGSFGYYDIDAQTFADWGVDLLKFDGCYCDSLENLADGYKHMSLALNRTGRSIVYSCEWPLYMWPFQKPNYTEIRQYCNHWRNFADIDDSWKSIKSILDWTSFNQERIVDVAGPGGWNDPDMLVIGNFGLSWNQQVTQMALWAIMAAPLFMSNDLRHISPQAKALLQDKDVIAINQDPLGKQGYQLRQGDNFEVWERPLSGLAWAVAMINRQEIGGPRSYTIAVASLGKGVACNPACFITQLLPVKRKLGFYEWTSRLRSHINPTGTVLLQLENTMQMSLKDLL
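Inhibition or activation of alpha-galactosidase in human spleen homogenate is scored by 4-MU fluorescence after 40 min at 37C, pH 5.0, with 1 mM substrate. AC50s come from concentration-response fitted to the Hill equation.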
TRb SRC2 PPI: qHTS for Inhibitors of the Interaction of Thyroid Hormone Receptor and Steroid Receptor Coregulator 2 | Thyroid hormone receptor beta (Homo sapiens), P10828 | TRbeta-SRC2 peptide binding, fluorescence polarization; receptor liganded with 1 µM T3 | Potency, µM (series often up to 106 µM), for inactives: top-dose activity change, negative = inhibition, actives largely listed as inhibitors | 280,000 compounds, 0.065% hits | AID 1469, 2008;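 note: potency is the fitted concentration of half-maximal effect; plate controls were bound peptide for no effect and peptide without receptor for full effect; nearly all actives have a fitted effect of over 50% in size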
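TRb LBD 0.6 uM + Texas Red SRC2 peptide 20 nM, 1 uM T3, Tris buffer w/ 5% DMSO; compound pinned, 5 h RT; FP read ex 555/em 632; normalized to unbound and bound controls.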
NPSR antagonist: qHTS Assay for Antagonists of the Neuropeptide S Receptor: cAMP Signal Transduction; CHO-NPSR cells, cAMP TR-FRET, antagonist mode; Potency, µM (series often up to 38.3 µM), for inactives: top-dose activity change, negative = inhibition, usual class: inhibitors; 220,000 compounds, 1% hits; note: potency is the fitted concentration of half-maximal effect; % is set by controls: 0 for no effect and ±100 for the full control effect; nearly all actives have a fitted effect of over 50% in size; many of its hits are not listed in these tables
Target sequence (Q6W5P4 whole entry, looked up): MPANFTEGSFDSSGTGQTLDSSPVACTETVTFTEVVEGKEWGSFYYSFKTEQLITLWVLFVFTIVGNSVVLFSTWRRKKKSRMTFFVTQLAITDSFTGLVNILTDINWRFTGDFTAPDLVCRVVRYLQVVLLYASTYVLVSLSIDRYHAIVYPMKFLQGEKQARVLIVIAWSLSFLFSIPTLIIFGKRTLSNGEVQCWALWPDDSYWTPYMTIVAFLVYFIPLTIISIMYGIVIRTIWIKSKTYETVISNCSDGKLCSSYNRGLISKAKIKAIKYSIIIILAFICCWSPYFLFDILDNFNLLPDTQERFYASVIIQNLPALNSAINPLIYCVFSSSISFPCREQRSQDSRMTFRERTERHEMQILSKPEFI
Tau fibril FP: qHTS for Inhibitors of Tau Fibril Formation, Fluorescence Polarization. Potency, µM (top dose mostly 57.7 µM), for inactives: at the top dose activity, negative = inhibition, most hits filed as inhibitors. 280,000 compounds, 0.39% hits. Microtubule-associated protein tau (Homo sapiens), P10636. AID 1468, 2008. K18 P301L tau heparin fibrillization, Alexa594 FP, 6 h; note: potency is the fitted concentration of half-maximal effect; % is set by controls: 0 for no effect and ±100 for the full control effect; nearly all actives have a fitted effect of over 55% in size
Target sequence (P10636 561-689 P618L limits assumed): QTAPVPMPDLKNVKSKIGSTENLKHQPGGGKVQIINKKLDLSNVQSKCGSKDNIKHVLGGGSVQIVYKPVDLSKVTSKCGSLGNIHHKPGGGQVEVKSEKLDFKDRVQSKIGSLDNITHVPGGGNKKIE
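FP of Alexa 594-tau after heparin (20 uM) induction. Substrate: human K18 P301L, 15 uM unlabeled, 0.24 uM labeled. Buffer 100 mM sodium acetate pH 7. 6 hr, 37 C.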
Epigenetic reg: Quantitative High-Throughput Screen for Regulators of Epigenetic Control. AID 1865, 2009. murine LDR cells, GFP reporter derepression, 30 h. Potency, µM (titrated, usually from 53.9 µM), for the others: top-dose GFP activation, usual class: activators. 280,000 compounds, 0.2% hits; note: potency is the fitted concentration of half-maximal effect; % of control where 0% means no effect; nearly all actives have a fitted effect of over 60% in size
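Murine LDR cells bearing a silenced CMV-driven GFP reporter were exposed to compound for 30 h at 37 C. After PBS washes, GFP-positive cells (20-120 um objects) counted by laser-scanning microplate cytometry.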
Tau fluor counter: Counterscreen qHTS for Inhibitors of Tau Fibril Formation, Fluorescence Polarization; Potency, µM (highest dose often 57.7 µM), without a hit: at the top dose activity change, negative = decrease; 280,000 compounds, 0.93% hits; tau K18 P301L (four-repeat tau fragment) Alexa594 fluorescence, heparin fibrillization; note: potency is the fitted concentration of half-maximal effect; % is set by controls: 0 for no effect and ±100 for the full control effect; nearly all actives have a fitted effect of over 55% in size
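Human K18 P301L tau (15 uM unlabeled plus 0.24 uM Alexa 594-labeled, final) in 100 mM sodium acetate pH 7 was mixed with compound and 20 uM heparin and incubated 6 hr at 37 C.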
TexasRed fluor: Total Fluorescence Counterscreen for Inhibitors of the Interaction of Thyroid Hormone Receptor and Steroid Receptor Coregulator 2. TRb/SRC2 Texas Red total fluorescence interference. Potency, µM (top dose mostly 106 µM), without a hit: at the top dose fluorescence change, negative = quenching. 280,000 compounds, 0.29% hits. AID 1479, 2009; active = well fitted curve in either direction with a large enough effect; inconclusive = small, poorly fitted or top-dose-only effect; note: potency is the fitted concentration of half-maximal effect; % is set by controls: 0 for no effect and ±100 for the full control effect
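Human TRb ligand-binding domain at 0.6 uM with 20 nM Texas Red SRC2 peptide in Tris buffer containing 1 uM T3 and 5% DMSO, incubated with compound 5 h at ambient temperature. Total fluorescence (555/632 nm) calculated as parallel + 2 × perpendicular.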
* marks the source's active call; other numbers are inactive results; ? = inconclusive; / = no result given; [ ] = remark or other dose. Unless noted, calls come from the whole dose curve; as a rule, active = well fitted curve in the direction sought with a large enough effect; inconclusive = small, poorly fitted or top-dose-only effect, or another doubt; inactive = no such curve, though single readings can be large; an effect the other way counts as inactive or inconclusive.

Order of results: CBFb-RUNX1 inh | GLA spleen mod | TRb SRC2 PPI | NPSR antagonist | Tau fibril FP | Epigenetic reg | Tau fluor counter | TexasRed fluor
Cn1c(NC(=O)c2ccco2)c(-c2ccccc2Cl)c(=O)c2ccccc21
 : 1% | 3% | 2% | -6%[46.1 µM] | 0% | -0.7% | 3% | -1%
O=C(Cc1c(Cl)cccc1Cl)Nc1cccnc1
 : 4% | 0% | -9% | 4% | -5% | -2.2% | -2% | -5%
CC(C)CCNC(=O)[C@@H](NC(=O)c1c(F)cccc1F)C(C)C
 : 0% | 2% | 2% | -1%[46.1 µM] | 1% | -2.5% | -4% | -3%
COCCNC(=S)Nc1ccc([N+](=O)[O-])cc1C
 : 23% | 4% | 2% | 1% | 5% | 6.7% | -4% | -2%
COc1cc(Cn2ccnc2)c(OC)cc1Cn1ccnc1
 : 6% | 6% | -12% | 10%[7.67 µM] | -7% | -1.9% | -6% | -1%
O=C1/C(=C/c2cccc(Br)c2)SC(=S)N1/N=C/c1cc([N+](=O)[O-])ccc1O
 : -12% | 3% | 0% | 10% | / | -1.0% | / | -3%
CCOC(=O)CSc1nc(C)c2ccccc2n1
 : 2% | -14% | -14% | -2%[46.1 µM] | -7% | -3.9% | -4% | -1%
Cn1c(CSCc2ccc(F)cc2)nnc1SCC(=O)Nc1cccc(C(=O)O)c1
 : 4% | 4% | -2% | 5% | -5% | -3.1% | -1% | -1%
COc1ccc(CC(=O)NNC(=O)c2cccnc2)cc1OC
 : -5% | 11% | -7% | 19% | 2% | -1.1% | -9% | -1%
CC(=O)Nc1ccc(NC(=O)C(C)N2CCN(S(=O)(=O)c3ccc(C)cc3)CC2)cc1 (stereo not given)
 : 5% | -1% | 0% | -10% | 4% | -1.3% | -3% | -2%
O=C(NC(=S)Nc1nc2ccccc2s1)c1ccco1
 : 5% | -2% | 12% | ? | -3% | 0.0% | -9% | -21%
COc1ccc(C(=O)c2ccc(Cl)cc2Cl)cc1
 : 15% | 6% | -4% | -16%[46.1 µM] | -7% | 4.9% | -19% | 1%
C/C(=N\NC(=O)c1ccc(CSc2cccc3cccnc23)cc1)C1CCCCC1
 : -28% | 3% | -5% | -3% | -16% | 0.7% | -12% | -1%
CCc1cnc2c(c1SCc1cc(OC)cc(OC)c1)c(=O)n(C)c(=O)n2C
 : / | / | -8% | / | -5% | 7.6% | -14% | -1%
COCCn1c(CN(C)Cc2ccccc2)nc2c1c(=O)n(C)c(=O)n2C
 : 4% | -1% | -8% | -5%[46.1 µM] | 9% | -1.0% | -6% | -4%

Continued:
Order of results: CBFb-RUNX1 inh | GLA spleen mod | TRb SRC2 PPI | NPSR antagonist | Tau fibril FP | Epigenetic reg | Tau fluor counter | TexasRed fluor
Cc1ccccc1C(OCCN(C(C)C)C(C)C)c1ccccc1 (stereo not given)
 : -2% | -1% | -6% | 13% | 2% | -0.9% | 7% | 2%
CC(=O)c1cccc(CN2CCCC(CCC(=O)NCc3ccc(F)c(F)c3)C2)c1 (stereo not given)
 : 10% | 1% | -3%[53 µM] | -5% | 5% | -0.1% | 3% | -2%[53 µM]
CCOC(=O)c1c(C)[nH]c(C(=O)COC(=O)c2ccccc2NC(=O)c2ccco2)c1C
 : 0% | 2% | -6% | 2%[46.1 µM] | -5% | 2.2% | -11% | 1%
CCCC(=O)Nc1nc2c(C)c(Cl)ccc2s1
 : 14% | -12% | -3% | 6% | / | 1.1% | / | -3%
O=c1[nH]n2c(=O)c3c([nH]c2c1N=Nc1cccc(Cl)c1)CCCC3
 : 7% | 0% | 1% | 10µM* | -6% | -2.1% | ? | -1%
C/C(=N/OC(=O)c1ccc(C)cc1)c1cccs1
 : 6% | 4% | 1% | -10%[46.1 µM] | 0% | -1.4% | -16% | 0%
NC(=O)c1cnn2c(C(F)(F)F)cc(-c3ccccc3)nc12
 : -3% | 12% | 7% | -2%[46.1 µM] | 1% | 0.0% | 1% | -2%
COc1ccc(CCNC(=O)CCC2COc3ccccc3O2)cc1OC (stereo not given)
 : -8% | 10% | 6% | -16%[46.1 µM] | 0% | 1.3% | 3% | 4%
Cc1c(C)n(Cc2ccccc2)c2ccc(C(=O)N3CCN(c4ccccc4)CC3)cc12
 : / | / | 1% | / | 10% | -2.6% | -3% | 3%
CCOC(=O)c1ccc(S(=O)(=O)Nc2ccc3cn[nH]c3c2)cc1
 : -5% | 6% | -4% | -12%[46.1 µM] | 6% | -2.3% | -26% | -3%
CCC(C(=O)Nc1ccc(C(=O)OC)cc1)n1nc(-c2ccc(C)c(C)c2)ccc1=O (stereo not given)
 : / | / | -24% | / | -13% | 0.0% | -17% | -81%
Cn1c(CNC(=O)c2ccc(Cl)c(Cl)c2)nnc1SCC(=O)Nc1sc2c(c1C#N)CCCC2
 : 2% | -1% | -6% | -6%[46.1 µM] | ? | ? | -3% | 0%
CCOC(=O)c1c(N)sc(C(C)=O)c1C
 : 5% | 2% | 0% | 3%[46.1 µM] | -2% | 0.0% | 1% | 1%
COc1ccc(-n2ncc3c(N4CCCCC4)ncnc32)cc1
 : -3% | 0% | 4% | -1%[46.1 µM] | 6% | 2.0% | -16% | -4%
CCc1n[nH]c2c1/C(=N\O)CC(C)(C)C2
 : 2% | 6% | -7% | 2%[7.67 µM] | 4% | -1.5% | -4% | -2%

Next section; it opens with the two that closed the last part.
smiles,CBFb-RUNX1 inh,GLA spleen mod,TRb SRC2 PPI,NPSR antagonist,Tau fibril FP,Epigenetic reg,Tau fluor counter,TexasRed fluor
COc1ccc(-n2ncc3c(N4CCCCC4)ncnc32)cc1,-3%,0%,4%,-1%[46.1 µM],6%,2.0%,-16%,-4%
CCc1n[nH]c2c1/C(=N\O)CC(C)(C)C2,2%,6%,-7%,2%[7.67 µM],4%,-1.5%,-4%,-2%
COc1ccccc1C(=O)Nc1cc2c(cc1N1CCCCC1)n(C)c(=O)n2C,/,/,-8%,/,13%,0.0%,-6%,0%
CCCCCN1C(C(=O)c2ccccc2)=C(NC(=O)c2ccccc2Cl)c2ccccc2S1(=O)=O,/,/,-2%,/,-5%,-0.1%,-30%,3%
CC(=O)c1cnc2cc(-c3ccc(C)cc3)nn2c1C,4%,4%,-7%,-1%[46.1 µM],4%,-0.8%,-6%,-7%
O=C(CN1CCN(c2ccccc2O)CC1)Nc1ccc2c(c1)CCC2,1%,0%,-2%,1%[46.1 µM],-1%,-0.9%,?,-3%
CCN(CCn1cccn1)C(=O)CC1C(=O)NCCN1Cc1cc(OC)cc(OC)c1 (stereo not given),9%,-3%,-7%,-7%,-1%,1.3%,6%,2%
O=C(c1ccccn1)N(c1ccccc1)C1(C(=O)NC2CCCCC2)CCCCC1,11%,0%,5%,-9%,5%,1.1%,-4%,2%
Cc1ccc(CN2CCN(/N=C/c3cc([N+](=O)[O-])ccc3Cl)CC2)cc1,-13%,5%,-13%,-12%[46.1 µM],1%,-5.7%,?,-1%
Clc1ccccc1C(c1nnnn1Cc1ccco1)N1CCN(Cc2ccco2)CC1 (stereo not given),1%,1%,6%,17%[7.67 µM],1%,0.3%,-10%,1%
COc1ccc(C)cc1S(=O)(=O)N(C)CC(=O)NC1CCCCC1,2%,0%,-3%,11%[46.1 µM],5%,2.2%,-1%,-1%
COc1ccc(-n2c3c(cc(C#N)c2=O)C(=O)CCC3)cc1,4%,7%,3%,6%,-6%,-0.2%,-5%,-3%

The list continues:
smiles,CBFb-RUNX1 inh,GLA spleen mod,TRb SRC2 PPI,NPSR antagonist,Tau fibril FP,Epigenetic reg,Tau fluor counter,TexasRed fluor
CCOC(=O)C1(Cc2cccc(Cl)c2)CCCN(C(=O)CCOC)C1 (stereo not given),8%,5%,-5%,1%,2%,-1.2%,3%,-4%
S=C1NCCOCCOCCOCCNC(=S)NCCOCCOCCOCCN1,9%,7%,1%,12%[46.1 µM],0%,0.2%,1%,-4%
Cc1cccc2[nH]c(-c3ccc(NC(=O)c4ccco4)cc3)nc12,2%,3%,-18%,-19%[46.1 µM],?,-1.3%,-11%,-2%
C/C(=N\N1CCN(c2ccc(Cl)cc2)CC1)c1cccs1,2%,-18%,6%,1%,-13%,-0.9%,1%,1%
CCN(C(=O)CSc1ncn[nH]1)C1CCCCC1,8%,6%,11%,1%[46.1 µM],0%,-0.1%,-9%,-2%
O=C(Cc1ccc(Cl)cc1)Nc1ccc(-c2cc3ccccc3oc2=O)c(Cl)c1,-2%,8%,5%,-12%,?,0.0%,-23%,0%
O=C(NN=C1CCCCCC1)c1ccc2c(c1)OCO2,3%,6%,2%,5%,10%,2.3%,6%,-2%

An excerpt from above in order of length of the SMILES, falling.
smiles,CBFb-RUNX1 inh,GLA spleen mod,TRb SRC2 PPI,NPSR antagonist,Tau fibril FP,Epigenetic reg,Tau fluor counter,TexasRed fluor
CC(C)CCNC(=O)[C@@H](NC(=O)c1c(F)cccc1F)C(C)C,0%,2%,2%,-1%[46.1 µM],1%,-2.5%,-4%,-3%
COc1ccc(C)cc1S(=O)(=O)N(C)CC(=O)NC1CCCCC1,2%,0%,-3%,11%[46.1 µM],5%,2.2%,-1%,-1%
CCOC(=O)CSc1nc(C)c2ccccc2n1,2%,-14%,-14%,-2%[46.1 µM],-7%,-3.9%,-4%,-1%

Bioassay records deposited in PubChem by National Center for Advancing Translational Sciences (NCATS).

A portion of the library; rates above refer to the full screens.
